Source: PubChem
MPTP block: inhibitors of mitochondrial permeability transition pore; isolated mouse mitochondria, Ca2+ swelling absorbance, 30 min; inhibition, % at 10 µM; 360,000 compounds, 1.4% hits;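 active means inhibition of 50% or more, scaled per plate between neutral and stimulator controls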;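 further: 0% = DMSO wells given calcium and 100% = 1 mM EGTA wells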
SENP8 inh: SENP8 (human) protease inhibition | recombinant SENP8, Nedd8 substrate fluorescence | inhibition, % at 20 µM | 360,000 compounds, 0.64% hits; in the data active means inhibition mostly above about 40%, no sharp cut-off; inactive means mostly below about 27%
Target sequence (Q96LD8 whole entry, looked up): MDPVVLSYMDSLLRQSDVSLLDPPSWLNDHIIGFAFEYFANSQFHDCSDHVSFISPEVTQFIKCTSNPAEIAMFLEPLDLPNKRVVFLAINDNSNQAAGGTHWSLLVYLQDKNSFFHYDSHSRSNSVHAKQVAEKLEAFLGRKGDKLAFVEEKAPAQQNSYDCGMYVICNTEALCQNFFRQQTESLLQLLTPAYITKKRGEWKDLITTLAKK
PfG6PD inh: PfG6PD (Plasmodium falciparum) enzyme inhibition. PfGluPho enzyme, NADPH resazurin-diaphorase fluorescence. inhibition, % at 20 µM. 350,000 compounds, 0.78% hits. AID 504690;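 active means inhibition reaching at least a set limit at 20 µM in the primary screen, cut at about 59% in these data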;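 further: 0% = DMSO wells with substrate and 100% = DMSO wells lacking glucose-6-phosphate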
The depositor's hits bear a star. Some of the compounds tested, so the mix of outcomes need not match the whole.

Structure | MPTP block | SENP8 inh | PfG6PD inh
COc1ccc(-c2ccc(CN3C(C)C(=O)N(Cc4cn(Cc5ccco5)nn4)CCS3(=O)=O)cc2)cc1 (configuration not stated) | -0.4 | 4.7 | 11.0
O=c1c2ccc(F)cc2sn1-c1ccccc1 | 6.3 | 9.6 | 127.8*
COc1ccc(-c2ccc(CN3C(C)C(=O)N(Cc4cn(CCC5OCCO5)nn4)CCS3(=O)=O)cc2)cn1 (configuration not stated) | -0.5 | 8.2 | 10.9
Cc1ccc([C@H]2C[C@@H](n3cc(C4CC4)nn3)[C@H](O)CN2CC2CCCCC2)cc1 | -1.7 | 14.0 | 18.1
COc1ccc([C@H]2C[C@H](O)[C@@H](n3cc(-c4ccc(F)cc4)nn3)CN2Cc2cccs2)cc1 | 1.0 | -1.2 | 26.8
O=C(CCN1C(=O)/C(=C\c2ccccc2F)SC1=S)N1CCOCC1 | -0.1 | 26.9 | -12.2
O=C(COc1ccc(F)cc1)Nc1nc(-c2cccnc2)cs1 | 1.3 | 6.4 | 3.8
CC1=NN(C(N)=S)C(=O)C1N=Nc1ccccc1[N+](=O)[O-] (configuration not stated) | 0.5 | 27.5 | -14.1

Next section:
Structure | MPTP block | SENP8 inh | PfG6PD inh
Cn1nnnc1SCCNC(=O)C1CCC(=O)N(Cc2cccc(C(F)(F)F)c2)C1 (configuration not stated) | -0.2 | 8.0 | -16.5
COc1cccc(S(=O)(=O)N(C)C[C@H]2Oc3cc(Br)ccc3S(=O)(=O)N([C@@H](C)CO)C[C@H]2C)c1 | 0.0 | 13.1 | 8.1
CCCCCCN1C[C@@H](O)[C@H](n2cc(-c3ccc(F)cc3)nn2)C[C@@H]1c1ccc(C)cc1 | -0.5 | 17.8 | -6.2
O=C(NCc1cccnc1)c1cc(C(=O)NCc2cccnc2)cc([N+](=O)[O-])c1 | -0.3 | 9.3 | 7.2
O=C(COC(=O)c1cccc(OC(F)F)c1)Nc1cc(S(=O)(=O)N2CCCC2)ccc1Cl | -2.0 | 3.3 | 18.6
CC(C)Oc1ccc(C(=O)N2CCC(CCC(=O)NC3CC3)CC2)cc1 | 0.6 | 4.9 | -6.9
CCCCCCN1C[C@H](n2cc(-c3ccc(F)cc3)nn2)[C@@H](O)C[C@@H]1c1ccc(Cl)cc1 | 3.0 | 0.0 | 38.1
CSc1ccccc1C(=O)N1CCc2ccc(NC(=O)c3ccccn3)cc2C1 | -1.9 | 4.4 | 35.9

(further entries)
Structure | MPTP block | SENP8 inh | PfG6PD inh
Cc1cccc(C(=O)OCC(=O)NC(=O)NC2CCCCC2)c1 | 0.5 | 10.1 | 21.7
COCOCCn1cc(CN2CCS(=O)(=O)N(Cc3ccc(-c4ccc(F)cc4)cc3)C(C(C)C)C2=O)nn1 (configuration not stated) | -0.2 | 10.8 | 12.8
c1ccc(C2=NC(c3ccccc3)CC2)cc1 (configuration not stated) | -0.7 | -192.5 | 12.9
Cc1cc(=O)n2nc(N3CCCC(C(=O)NCCCN4C(C)CCCC4C)C3)sc2n1 (configuration not stated) | -0.2 | 11.5 | -2.8
COc1ccc2nc3n(c(=O)c2c1)-c1cc2ccccc2cc1C(=O)NC3Cc1ccccc1 (configuration not stated) | 0.2 | -16.1 | -7.4
COc1cccc(S(=O)(=O)N(C)C[C@@H]2OCc3cnnn3CCCC(=O)N([C@@H](C)CO)C[C@H]2C)c1 | -0.5 | 12.2 | -3.5
Cc1noc(C)c1NC(=O)N(C)C[C@@H]1Oc2cc(Br)ccc2S(=O)(=O)N([C@@H](C)CO)C[C@H]1C | -0.8 | 8.8 | 0.9
CCCC1NC(=O)c2cccnc2-n2c1nc1ccc(Br)cc1c2=O (configuration not stated) | 0.1 | 2.8 | 4.4

Remaining list, next part
Structure | MPTP block | SENP8 inh | PfG6PD inh
O=C1C(=Cc2ccccc2[N+](=O)[O-])Cc2ccccc21 | 1.2 | 16.9 | 14.4
CN1OC[C@@H]2CN[C@H](c3ccc(-c4ccccc4)cc3)C[C@@H]21 | -0.3 | 7.0 | 12.4
CCC(=NNS(=O)(=O)c1ccc(C)cc1)c1ccccc1 | 1.1 | 10.3 | 4.5
CCCn1c(=S)[nH]c2cc(C(=O)NCc3ccccc3OC)ccc2c1=O | 4.6 | 0.6 | -5.7
C[C@H]1CN(Cc2ccccc2)C(=O)[C@@H]1CC(=O)Nc1ccccc1 | -1.5 | 13.2 | -13.2
Cc1nc(C)c(C(=O)OCC(=O)Nc2ccc(C)c(C)c2)s1 | 0.6 | 3.4 | 4.8
CCN(CC)C(=O)C1=C(C)N(CCCN2CCCC2=O)C(=O)C(CC(=O)NCc2ccco2)C1 (configuration not stated) | -0.8 | -17.7 | 1.4
CCCN1CCN(C(=O)c2ccc3[nH]c(C)c(C)c3c2)CC1 | 0.6 | -20.3 | 13.1

A different layout for part of the listing above.
Cc1ccc([C@H]2C[C@@H](n3cc(C4CC4)nn3)[C@H](O)CN2CC2CCCCC2)cc1
  MPTP block: -1.7 | SENP8 inh: 14.0 | PfG6PD inh: 18.1

COc1ccc(-c2ccc(CN3C(C)C(=O)N(Cc4cn(CCC5OCCO5)nn4)CCS3(=O)=O)cc2)cn1 (configuration not stated)
  MPTP block: -0.5 | SENP8 inh: 8.2 | PfG6PD inh: 10.9

Cc1noc(C)c1NC(=O)N(C)C[C@@H]1Oc2cc(Br)ccc2S(=O)(=O)N([C@@H](C)CO)C[C@H]1C
  MPTP block: -0.8 | SENP8 inh: 8.8 | PfG6PD inh: 0.9

More results follow.
Structure | MPTP block | SENP8 inh | PfG6PD inh
C[C@@H]1CN([C@@H](C)CO)C(=O)c2cc(Br)cnc2O[C@H]1CN(C)C(=O)Cc1ccccn1 | -2.6 | 10.8 | 5.2
COc1ccccc1OCC(=O)N1CCCCCC1 | 0.6 | 5.8 | 14.4
Cc1ccc(S(=O)(=O)N(C)C[C@H]2OCc3cnnn3CCCC(=O)N([C@H](C)CO)C[C@H]2C)cc1 | -0.2 | -1.1 | -3.9
O=[N+]([O-])c1ccc(-c2csc(COc3ccccc3)n2)cc1 | 0.5 | 8.6 | -11.7
COc1ccc(C=NCCc2ccc(OC)c(OC)c2)cc1OC | 1.3 | -3.2 | 0.2
CC1N=C(SCC(=O)c2ccc(F)cc2)N2C(C)N=C(SCC(=O)c3ccc(F)cc3)N12 (configuration not stated) | 12.7 | -81.5 | 21.2
COc1ccc(NC(=O)c2c(C)noc2C)cc1S(=O)(=O)N1CCCCC1 | -0.6 | 23.0 | -1.1
Cc1ccccc1NC(=O)CSc1nccn1Cc1ccco1 | 1.1 | 18.8 | -17.1

Following part:
Structure | MPTP block | SENP8 inh | PfG6PD inh
Cc1ccccc1-c1nc(S(=O)(=O)c2ccccc2)c(NCCN2CCOCC2)o1 | -0.3 | -12.1 | 19.9
O=C(Nc1nccs1)c1cnc2sccn2c1=O | 0.0 | -22.8 | 5.6
C[C@H]1CN([C@@H](C)CO)C(=O)CCCn2nncc2CO[C@H]1CN(C)S(=O)(=O)c1cccc(F)c1 | -1.3 | -9.1 | 1.4
CCN(C(=O)c1c([N+](=O)[O-])cnn1C)c1ccccc1 | -0.6 | 5.7 | -13.9
Cn1nc(NC(=O)C(F)(F)F)c2ncc(-c3ccccc3)nc21 | -4.3 | -0.5 | -10.6
Cc1ccc(OCC(=O)Nc2ccc(S(=O)(=O)NC3=NCCCCC3)cc2)cc1 | -0.3 | -0.4 | 19.0
CCCCn1c(NCc2ccc(OC)cc2O)nc2ccccc21 | 3.5 | 14.3 | 0.2
COc1ccc(-c2ccc(CN3C(C)C(=O)N(Cc4cn(CC5CCCCC5)nn4)CCS3(=O)=O)cc2)cc1 (configuration not stated) | 0.5 | 11.4 | 22.2

New compounds follow.
Structure | MPTP block | SENP8 inh | PfG6PD inh
CCOC(=O)N1CCN(S(=O)(=O)N2CCCC(C(=O)NCc3cc(Br)ccc3OC)C2)CC1 (configuration not stated) | -0.7 | 21.1 | 6.1
COCCNC(=O)C(=O)NCC1CCCN1S(=O)(=O)c1cccs1 (configuration not stated) | -0.8 | 4.4 | -6.6
C[C@H](CO)N1C[C@H](C)[C@@H](CN(C)C(=O)c2ccccc2)OCc2cn(nn2)CCCC1=O | -2.5 | 14.8 | 10.5
Cc1ccc(S(=O)(=O)N2C[C@H]3[C@H]4C(=O)N(c5ccccc5)C(=O)[C@H]4C[C@H](OC(=O)Nc4c(C)noc4C)[C@@]3(O)C2)cc1 | 0.5 | -0.6 | 0.9
CCOC(=O)C1(CCCc2ccccc2)CCN(C(=O)c2n[nH]c(CC)c2C)CC1 | -0.7 | 8.0 | 2.5
CC(=O)Nc1ccc2cnn(C(C)=O)c2c1 | -2.2 | 14.0 | -18.3
CC(=O)c1c(C)[nH]c(C(=O)OCC(=O)N2CCN(c3ccccc3)CC2)c1C | -0.8 | 9.2 | -0.2
CC(C)(C)c1ccc(-n2ncc3c2CCCC3NC(=O)c2ccco2)cc1 (configuration not stated) | 7.9 | 2.2 | -24.3

Going on with the list.
Structure | MPTP block | SENP8 inh | PfG6PD inh
O=c1[nH]nc(-c2ccc[nH]2)[nH]1 | -0.7 | 10.2 | 2.3
C[C@@H]1CCCCO[C@@H](CN(C)CC2CCCCC2)[C@@H](C)CN([C@H](C)CO)C(=O)c2cc(NS(=O)(=O)c3ccc(Cl)cc3)ccc2O1 | -1.1 | 7.0 | 44.7
Cc1[nH]c2ccccc2c1C(=O)C(=O)NCc1nnnn1-c1cccc(F)c1 | -2.0 | 7.7 | -9.9
O=C(c1ccccc1)N(CCCl)C(=O)N(CCCl)C(=O)c1ccccc1 | 0.3 | 4.3 | 4.0
COc1ccc(-c2ccc(CN3C(C(C)C)C(=O)N(Cc4cn(CCC5OCCCO5)nn4)CCS3(=O)=O)cc2)cc1OC (configuration not stated) | -0.8 | -2.0 | 12.9
O=S1(=O)CC(c2ccccc2)=NN=C(c2ccccc2)C1 | 1.1 | 26.7 | 15.0
CCN(CC(=O)Nc1cc(Cl)ccc1C)CC(=O)NC1CC1 | 1.4 | -1.0 | -5.3
C=CCN(Cc1ccc(Br)s1)C(=O)c1ccc(OCc2c(C)noc2C)cc1 | -2.2 | 19.3 | 1.6

Continued:
Structure | MPTP block | SENP8 inh | PfG6PD inh
Cc1ccc(S(=O)(=O)N(C)c2ccc(C(=O)NC3CCCCC3)cc2)cc1 | 1.1 | 2.3 | 3.2
C[C@H](NC(=O)c1ncn2c1C(=O)NC[C@@H]2C)C(=O)OC(C)(C)C | -0.3 | 3.5 | 14.2
COc1ccccc1N1CCN(C(=O)c2cc(-c3ccccc3)nc3c2cnn3C(C)C)CC1 | 0.6 | -60.6 | 13.7
COc1ccccc1-c1cnc2c(c1)C(=O)N([C@@H](C)CO)C[C@H](C)[C@H](CN(C)C)O2 | -0.3 | 0.0 | 45.7
CCOC(=O)C(=Cc1ccccc1)C(=O)c1ccccc1 | 0.5 | 12.5 | 34.1
C[C@@H]1CN([C@@H](C)CO)S(=O)(=O)c2ccc(/C=C/c3ccccc3)cc2O[C@@H]1CN(C)Cc1ccc(C(=O)O)cc1 | -0.8 | -30.8 | 41.5
O=C(COc1ccc2ccc(=O)oc2c1)NCCN1CCOCC1 | -0.7 | -170.2 | -2.0
CC1=C(C(=O)N(C(C)C)C(C)C)CC(CC(=O)NCCc2ccccn2)C(=O)N1Cc1ccccc1 (configuration not stated) | 0.0 | -13.1 | 11.6

Next structures
Structure | MPTP block | SENP8 inh | PfG6PD inh
O=C(NCc1ccccc1F)c1ccc(S(=O)(=O)N2CCCC2)cc1 | 0.1 | 4.6 | -2.4
O=C1OCC/C1=C\NCCCCCCCCN/C=C1\CCOC1=O | 0.2 | 15.8 | -21.5
O=C(CCN1N=C(c2ccccc2)CCC1=O)NC1CCCCC1 | -0.2 | 5.9 | 0.8
CCN(CC)C(=O)C1=C(C)N(Cc2ccc(OC)cc2)C(=O)C(CC(=O)NC(c2ccccc2)c2ccccc2)C1 (configuration not stated) | 0.3 | -8.4 | 13.7
C[C@@H]1CN([C@H](C)CO)C(=O)CCCn2nncc2CO[C@@H]1CN(C)S(=O)(=O)c1ccc(-n2cccn2)cc1 | -0.5 | -20.2 | 5.3
CC(C)C1C(=O)N(Cc2cn(CC3CCCCC3)nn2)CCS(=O)(=O)N1Cc1ccc(-c2ccncc2)cc1 (configuration not stated) | 2.3 | 7.1 | 1.8
Cn1cnc([N+](=O)[O-])c1Sc1ccncn1 | -1.2 | 7.4 | 16.0
COc1cc(C(C)=O)ccc1OCC(=O)NCc1ccccc1CN1CCCC1 | -0.9 | 12.5 | -2.2

Later entries:
Structure | MPTP block | SENP8 inh | PfG6PD inh
C[C@H]1CN([C@@H](C)CO)S(=O)(=O)c2ccc(Br)cc2O[C@@H]1CN(C)C(=O)Nc1ccc2c(c1)OCO2 | -0.4 | 9.3 | 15.4
CC(C)(C)OC(=O)N1CCc2onc(-c3ccc(Cl)cc3)c2C1=O | -0.3 | -6.4 | -3.8
CCOCCCn1c(SCC(=O)NC2CCCCC2)nc2ccccc2c1=O | -0.5 | 8.8 | 6.1
COc1ccccc1CCC(=O)NNC(=O)Cn1nc(C)cc1C | -0.2 | 19.3 | -11.4
C[C@H](CO)N1C[C@H](C)[C@H](CN(C)C(=O)CCC(F)(F)F)OCc2cnnn2CCCC1=O | 0.0 | 3.6 | 7.3
COc1ccc(S(=O)(=O)N2CCN(CC(=O)c3c(N)n(C)c(=O)n(C)c3=O)CC2)cc1OC | -0.2 | 5.8 | 8.6
O=C(NCCCN1CCC(Cc2ccccc2)CC1)c1ccc(CS(=O)c2ccccc2Cl)o1 (configuration not stated) | 6.1 | 24.8 | -3.0
COc1ccc(NC(=O)COC(=O)C2CCCN2C(=O)OC(C)(C)C)cc1Cl (configuration not stated) | 0.1 | 1.8 | 6.7
CN1OC[C@@H]2CN(C(=O)c3ccco3)[C@H](c3ccc(-c4ccc(C#N)cc4)cc3)C[C@@H]21 | 0.0 | 15.9 | 12.0
CC1(C)Cc2c(cnn2-c2ccc(F)cc2)C(NC(=O)C2=CC(=O)CC(C)(C)O2)C1 (configuration not stated) | 0.4 | 2.5 | -0.8
COc1ccc(C(C)C)cc1S(=O)(=O)Nc1cccnc1 | 0.5 | -104.4 | 1.9
